Compound activity (PubChem)
ER stress surv – protection against thapsigargin ER stress killing – CSM14.1 cells, ATP luminescence, primary screen | CSM14.1 thapsigargin ER stress survival | AID 1010, 2008 | relative survival (cellular ATP), % at 15 µg/mL (by protocol) | 0.33% of 48,000 active;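 active = survival measured by cellular ATP above 50% at 15 µg/ml in the first screen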;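 note: cell death triggered by about 15 µM thapsigargin; ATP read 24 h after thapsigargin was added; plate controls were thapsigargin with DMSO for no effect and DMSO without thapsigargin for full effect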
The depositor's hits bear a star; & = joins results of further samples. A portion of the library; the hit share may differ from the screen's.

SMILES	ER stress surv
O=C1CC(c2ccc3c(c2)OCO3)CC2=C1C(c1ccc(C(F)(F)F)cc1)Nc1ccccc1N2 (stereo unspecified)	122*
Cc1c(NC(=O)CN(c2ccccc2)S(C)(=O)=O)c(=O)n(-c2ccccc2)n1C	9
CCOC(=O)c1c(CC(C)C)csc1NC(=O)c1ccccc1C(=O)O	12
CC1CCN(CC(O)COc2ccc(OCC(O)CN3CCC(C)CC3)cc2)CC1 (stereo unspecified)	-6
Cc1ccccc1NCC(=O)N/N=C\c1c(O)ccc2ccccc12	16
O=C1c2cccc3cccc(c23)C(=O)N1CC1CCN(S(=O)(=O)c2cccc3cccnc23)CC1	2
Cc1ccc(-c2nc3cc(NC(=O)COc4ccccc4[N+](=O)[O-])ccc3o2)cc1	5
Cc1ccc(-c2noc(-c3ccc(I)cc3)n2)cc1	1
O=C(CSc1nc(O)cc(=O)[nH]1)Nc1ccccc1	3
O=C(c1ccc(F)cc1)N(Cc1ccccc1)c1ccccn1	8
COc1ccc(C2Nc3ccccc3C(=O)N2Cc2ccccc2)cc1Cn1nnc2ccccc21 (stereo unspecified)	10
COc1ccc(N(CC(=O)Nc2ccc(I)cc2)S(C)(=O)=O)c(OC)c1	3
Cc1ccc(OCC(=O)N2CCC(C(N)=O)CC2)cc1	0
CC(C)CN1C(=O)c2ccc(C(=O)Nc3ccc(O)cc3C(=O)O)cc2C1=O	16
CCOc1cc(Br)cc(/C=C2/SC(=S)NC2=O)c1O	2
CC(=O)Nc1ccc(S(=O)(=O)N2c3ccc(C)cc3C(C)=CC2(C)C)cc1	-7
O=C(NC(=S)Nc1ccc2oc(-c3ccc(Br)cc3)nc2c1)c1ccco1	0
CCOC(=O)c1ccc(NC2=NC3(CCCCC3)N=C(N)N2)cc1	-2
O=[N+]([O-])c1ccc(S(=O)(=O)N(CCO)CCO)cc1	2
COc1ccc(/C(N)=N/OC(=O)c2ccc(Cl)cc2Cl)cc1	-5
CCCCc1ccc(-c2nc(-c3cccnc3)no2)cc1	3
CSc1ccc(/C=N\NC(=O)C2COc3cc4ccccc4cc3O2)cc1 (stereo unspecified)	10
CCCN1CCC(=NNC(=O)c2ccccc2C)CC1	4
CSC1=C(C#N)C2(CCCCC2)C(C#N)C(=O)N1 (stereo unspecified)	6
Cc1cccc(N(CC(=O)NCc2ccco2)S(=O)(=O)c2ccccc2)c1	2
Later entries
SMILES	ER stress surv
CCOC(=O)C1CCN(C(=O)Cc2ccc(OC)c(OC)c2)CC1	2
CN(CCCC(=O)O)S(=O)(=O)c1ccc2c(c1)Cc1cc(S(=O)(=O)N(C)CCCC(=O)O)ccc1-2	13
Cc1cc(C)c[n+](C(C)C(=O)c2ccc(Cl)cc2)c1 (stereo unspecified)	-6
CCCc1nnc(NC(=O)COC(=O)/C=C/c2ccco2)s1	0
O=c1[nH]c(SCCc2ccccc2)nc2ccccc12	-5
Cc1cc(NC(=O)c2ccccc2)n(-c2ccccc2)n1	5
Cc1nc(-c2ccccc2)nc2[nH]c(-c3ccccc3)cc(=O)c12	2
COc1cccc(/C=C2\SC(=S)N(CCC(=O)O)C2=O)c1	8
COc1ccc(C(NC(=O)CN(c2cccc(Cl)c2)S(=O)(=O)c2ccccc2)c2ccccc2)cc1 (stereo unspecified)	2
CCOC(=O)C(=Cc1ccc(OCc2ccc([N+](=O)[O-])cc2)c(OC)c1)C(=O)OCC	8
CC(N=Cc1cc([N+](=O)[O-])cc(Br)c1O)C12CC3CC(CC(C3)C1)C2 (stereo unspecified)	9
COC(=O)C1=C(C)N(Cc2cccnc2)C(=O)/C1=C\c1cccc(OC)c1O	2
CCOC(=O)c1cccc(N2C(=O)C=CC2=O)c1	-3
O=C(Nc1cc(Cl)cc(Cl)c1)Nc1ccc(Cl)c(Cl)c1	-19
CC(C)CNC(=O)c1nn2c(c1Cl)NC(c1cccs1)CC2C(F)(F)F (stereo unspecified)	6
CC(NC(=O)CSc1nnc(-c2ccco2)n1-c1ccccc1)c1ccccc1 (stereo unspecified)	10
O=C1c2ccccc2C(=O)N1CCS(=O)(=O)NC12CC3CC(CC(C3)C1)C2	0
O=C1c2cc(S(=O)(=O)NCCCO)ccc2-c2ccc(S(=O)(=O)NCCCO)cc21	3
CCOc1ccccc1N(CC(=O)Nc1ccc(C)c(C)c1)S(=O)(=O)c1ccccc1	2
O=C(CCN1C(=O)c2cccc([N+](=O)[O-])c2C1=O)Nc1nccs1	9
CCOC(=O)c1c(-c2ccccc2)oc2cc(Br)c(OCC(=O)C(C)(C)C)cc12	0
COc1ccc(NC2(c3ccc(Cl)cc3)C(=O)c3ccccc3C2=O)cc1	0
CCC(Oc1ccccc1)C(=O)Nc1ccc(C)c(Cl)c1 (stereo unspecified)	3
Cc1ccc(-c2cc(C(=O)N3CCCCC3)c3ccccc3n2)s1	-9
Cc1ccc([N+](=O)[O-])cc1NC(=O)C1CC(O)CN1C(=O)Oc1ccccc1 (stereo unspecified)	8

Molecules listed so far with bromine (4):
SMILES	ER stress surv
CCOc1cc(Br)cc(/C=C2/SC(=S)NC2=O)c1O	2
O=C(NC(=S)Nc1ccc2oc(-c3ccc(Br)cc3)nc2c1)c1ccco1	0
CC(N=Cc1cc([N+](=O)[O-])cc(Br)c1O)C12CC3CC(CC(C3)C1)C2 (stereo unspecified)	9
CCOC(=O)c1c(-c2ccccc2)oc2cc(Br)c(OCC(=O)C(C)(C)C)cc12	0

(next part)
SMILES	ER stress surv
CCOC(=O)C1NN=C(C(=O)c2ccc(OC)cc2)C1c1ccccc1Cl (stereo unspecified)	-1
Cc1ccc(-c2cc(-c3ccccc3)nc(N3CCCC3)n2)cc1	-3
O=C1NC(=Nc2cccnc2)S/C1=C/C=C/c1ccccc1	1
COc1ccc(-c2cc(C(=O)Nc3cccc(Br)c3)c3ccccc3n2)c(OC)c1	5
NC(=O)c1ccc(NC(=O)c2ccc3ccccc3c2)cc1	-3
O=[N+]([O-])c1ccccc1/C=N/N1CCN(Cc2ccc(Cl)cc2)CC1	8
Cc1ccc(-c2nc3cc(Cl)ccc3o2)cc1NC(=O)COc1ccccc1[N+](=O)[O-]	10
COc1ccc(Cl)cc1NC(=O)CC(C)=O	10
COc1ccc(C(=O)Nc2ccccc2C(=O)NC(C(=O)NCc2ccccc2)C(C)C)cc1 (stereo unspecified)	1
CCOC(=O)C1=C(C)NC(=O)CC1c1ccccc1I (stereo unspecified)	11
CCc1cccc(CC)c1NC(=O)c1ccc(-c2ccccc2)cc1	4
CC12CC3(C)CC(C)(C1)CC(C(=O)NCc1cccnc1)(C2)C3	8
COc1ccc(Br)cc1Cn1c(=O)[nH]c2cc(C(F)(F)F)ccc21	3
COC(=O)C1=C(O)/C(=C/c2cccc(OC)c2O)N=C1C	0
CCc1ccc(NC(=O)c2cncc(Br)c2)cc1	1
COc1ccc(C2=C/C(=C/c3ccc(Cl)cc3)C(=O)O2)cc1OC	3
Cc1cccc(NC(=O)C2CC=CCC2C(=O)O)c1 (stereo unspecified)	6
CCc1cc(C)cc(OCCOc2cccc(C=C3C(=O)NC(=O)NC3=O)c2)c1	-1
O=C(Nc1ccc(Nc2ccccc2)cc1)c1ccc(Br)cc1	-2
Cc1ccc2c(-c3ccc([N+](=O)[O-])cc3)cc(=O)[nH]c2c1	6
CC1=NN(C(=O)CCc2ccccc2)C(O)(c2ccc(Cl)cc2)C1 (stereo unspecified)	8
CCOc1cccc(-c2cc(C(=O)Nc3ccc4c(c3)OCCO4)c3ccccc3n2)c1	2
Cc1cc(C)cc(NC(=O)CN(CCc2ccccc2)S(=O)(=O)c2ccccc2)c1	8
CCOC(=O)c1c(NC(=O)CCN2CCCC2)sc2c1CC(C)(C)OC2	-4
CCOc1cc(OCC)cc(C(=O)Nc2ccc3oc(-c4ccccc4F)nc3c2)c1	-2
More structures:
SMILES	ER stress surv
CC(C)OC(=O)C1C(=O)CC(C)(O)C(C(=O)OC(C)C)C1/C=C/c1ccccc1 (stereo unspecified)	4
COc1ccc(C(=O)N2CCN(Cc3cccc(F)c3)CC2)cc1OC	-4
COc1ccc(N(C)S(=O)(=O)c2ccc(Cl)cc2)cc1	-1
COc1ccccc1-c1cc(C)nc(N)c1C#N	9
Cc1cc(=O)[nH]c(SCC(=O)N2CCOCC2)n1	11
O=C(Nc1ccc2nsnc2c1)c1cccs1	17
COc1ccc(CN2CCN(C(=O)c3ccc([N+](=O)[O-])cc3)CC2)cc1OCc1ccccc1	72*
CCOC(=O)COc1cc(Br)c(C2Nc3ccc4ccccc4c3C3=C2C(=O)CC(C)(C)C3)cc1OC (stereo unspecified)	9
O=C(O)C1C2C=CC(C3CC23)C1C(=O)Nc1ccccc1Cl (stereo unspecified)	2
Cc1nc2cc(-c3ccc(Br)cc3)[nH]n2c(=O)c1C	-2
CC1CCc2c(sc(NC(=O)CSc3nncn3C)c2C#N)C1 (stereo unspecified)	8
CCSc1nnc(NC(=O)c2ccc3c(c2)OCO3)s1	6
CCOc1ccc(C(=O)Nc2nnc(SCC)s2)cc1	3
O=C1/C(=C\c2ccc(-c3cccc([N+](=O)[O-])c3)o2)SC(=S)N1C1CCS(=O)(=O)C1 (stereo unspecified)	4
CCOc1cccc(/C=N/NC(=O)CSc2nc3ccccc3[nH]2)c1O	7
CCc1cccc(CC)c1NC(=O)c1cc(-c2cccs2)nc2ccccc12	2
CCOC(=O)c1c(NC(=O)Cc2ccc(Cl)cc2)sc(C(=O)Nc2ccccc2F)c1C	-1
Cc1ccc(N(CC(=O)Nc2ccc(Cl)cc2)S(C)(=O)=O)cc1Cl	6
O=C1N(c2ccccc2)C2CS(=O)(=O)CC2N1c1cccc(Cl)c1 (stereo unspecified)	5
COCCc1nnc(NC(=O)Nc2ccccc2)s1	-6
Cc1ccnc(NC(=O)C2CCCC2)c1	-2
CCOC(=O)C(=Cc1ccc(-c2ccc(Cl)cc2Cl)o1)C(=O)OCC	-3
CC1CCN(C(=O)CSc2nc3ccc([N+](=O)[O-])cc3s2)C(C)C1 (stereo unspecified)	-4
Cc1ccc(C(=O)Oc2ccc3c(-c4ccccc4)cc(=O)oc3c2)cc1	-3
COc1nc(N/N=C\c2ccc3c(c2)OCO3)nc(N2CCOCC2)n1	0
The list continues:
SMILES	ER stress surv
O=C1/C(=C\c2cccc([N+](=O)[O-])c2)SC(=S)N1c1cccc(C(F)(F)F)c1	-3
COc1cc(/C=C2\C(=O)NC(=O)N(c3ccc(Cl)cc3)C2=O)c(Br)cc1O	5
COc1cc(/C=N/NC(=O)Cc2nnc(N)s2)cc(OC)c1OC	5
CC(=O)NS(=O)(=O)c1ccc(NC(=O)C(C)(C)C)cc1	1
COc1ccc(NC(=O)Nc2ccc(Cl)c(Cl)c2)cc1	-2
CSc1ccccc1NC(=O)/C=C/C(=O)O	-6
CC(C)(C)c1ccc(C(=O)CC(=O)c2ccccc2O)cc1	2
COc1ccc(-c2ccc(/C=N/NC(=O)C(O)c3ccccc3)o2)cc1Cl (stereo unspecified)	-4
O=c1cc(-c2ccccc2)c2cc(Cl)ccc2[nH]1	5&8
Cc1ccc(NC(=O)CCOc2ccccc2)c(Br)c1	7
O=c1c2ccccc2c(-c2ccccc2)nn1-c1cc([N+](=O)[O-])ccc1N1CCOCC1	7
Cc1cc(N/C=C/C(=O)c2ccccc2)ccc1Br	0
N/C(=N\c1nc(C(F)(F)F)cc(=O)[nH]1)Nc1ccc(-c2ccccc2)cc1	2
CC(=O)Nc1ccc(S(=O)(=O)N(Cc2ccccc2)c2ccccn2)cc1	5
CC12c3ccccc3C(C)(c3ccccc31)C1C(=O)N(c3ccc(C(=O)O)cc3)C(=O)C12 (stereo unspecified)	2
Fc1ccc(CCNC2CCN(Cc3ccccc3)CC2)cc1	-18
COc1cc(OC)c(NC(=O)c2cc(C(F)(F)F)cc(C(F)(F)F)c2)cc1Cl	3
COC(=O)C1=C(O)/C(=C/c2ccc(OCC(=O)Nc3ccccc3OC)cc2)N=C1C	-1
O=C(CSc1nc(-c2ccccc2)c(-c2ccccc2)o1)Nc1nccs1	2
COc1cccc(NC(=O)CCCOc2ccc(Cl)cc2Cl)c1	6
COCCNCCOc1cccc(Cl)c1Cl	12
COc1ccc(OCC(=O)Nc2cc(-c3nc4ccccc4o3)ccc2C)cc1	-1
COC(=O)c1c(NC(=O)C2CC=CCC2C(=O)O)sc2c1CCC(C)C2 (stereo unspecified)	8
C#Cc1cccc(N2C(=O)c3c(Br)c(Br)c(Br)c(Br)c3C2=O)c1	5
O=[N+]([O-])c1ccc(-c2ccc(N=Cc3nc(-c4ccccc4)oc3O)cc2)cc1	2

Arranged by count of non-hydrogen atoms (rising): some entries from above
SMILES	ER stress surv
COCCNCCOc1cccc(Cl)c1Cl	12
COc1cc(/C=N/NC(=O)Cc2nnc(N)s2)cc(OC)c1OC	5
N/C(=N\c1nc(C(F)(F)F)cc(=O)[nH]1)Nc1ccc(-c2ccccc2)cc1	2
O=c1c2ccccc2c(-c2ccccc2)nn1-c1cc([N+](=O)[O-])ccc1N1CCOCC1	7

Some of the entries so far, with each value named.
smiles: COc1cccc(NC(=O)CCCOc2ccc(Cl)cc2Cl)c1
  ER stress surv = 6

smiles: COCCNCCOc1cccc(Cl)c1Cl
  ER stress surv = 12

smiles: COc1ccc(OCC(=O)Nc2cc(-c3nc4ccccc4o3)ccc2C)cc1
  ER stress surv = -1

smiles: COC(=O)c1c(NC(=O)C2CC=CCC2C(=O)O)sc2c1CCC(C)C2 (stereo unspecified)
  ER stress surv = 8

(cont.)
SMILES	ER stress surv
CCC(C(=O)Nc1ccc(C)cc1)c1ccccc1 (stereo unspecified)	4
O=[N+]([O-])c1cccc(Nc2ncnc3ccc(Br)cc23)c1	8
CCOc1ccc(C2C=C(Nc3ccccc3)C(=O)N2c2ccccc2)cc1 (stereo unspecified)	3
O=C(CSC1=NCCS1)Nc1cccc2ccccc12	4
CS/C(=N\S(=O)(=O)c1ccc(Cl)cc1)c1ccccc1	5
CC(C)OP(=O)(OC(C)C)C(Nc1cccc(N)c1)c1cccc(N)c1 (stereo unspecified)	81*
CC1CCN(C(=O)c2ccc(CN(c3ccccc3)S(C)(=O)=O)cc2)CC1	9
CCCCNC(NCCCC)=C(S(=O)(=O)CC)S(=O)(=O)CC	8
